PostGolgi yeast: growth inhibition of a yeast mutant, post-Golgi transport screen | post-Golgi transport phenotypic cell assay | inhibition, % at 10 µM | 98,000 tested, 0.9% active;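 further: yeast cells grown in 1536-well plates; yeast grown about 18 h at 30C before absorbance read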
hDAT+cocaine: modulates human dopamine transporter uptake under cocaine; B-score at 10 µM; Q01959; LLC-PK1 hDAT cells, [14C]-dopamine uptake with cocaine IC80; actives deviate in either direction; 110,000 tested, 1.3% active;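 active means Z score or B-score, a plate-position-corrected score, falls beyond the plate's 99.7% confidence bounds, in either direction; inactive means both scores lie inside the 99.7% bounds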;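 further: scored against the spread of the other compound wells on the same plate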
Target sequence (Q01959 whole entry, looked up): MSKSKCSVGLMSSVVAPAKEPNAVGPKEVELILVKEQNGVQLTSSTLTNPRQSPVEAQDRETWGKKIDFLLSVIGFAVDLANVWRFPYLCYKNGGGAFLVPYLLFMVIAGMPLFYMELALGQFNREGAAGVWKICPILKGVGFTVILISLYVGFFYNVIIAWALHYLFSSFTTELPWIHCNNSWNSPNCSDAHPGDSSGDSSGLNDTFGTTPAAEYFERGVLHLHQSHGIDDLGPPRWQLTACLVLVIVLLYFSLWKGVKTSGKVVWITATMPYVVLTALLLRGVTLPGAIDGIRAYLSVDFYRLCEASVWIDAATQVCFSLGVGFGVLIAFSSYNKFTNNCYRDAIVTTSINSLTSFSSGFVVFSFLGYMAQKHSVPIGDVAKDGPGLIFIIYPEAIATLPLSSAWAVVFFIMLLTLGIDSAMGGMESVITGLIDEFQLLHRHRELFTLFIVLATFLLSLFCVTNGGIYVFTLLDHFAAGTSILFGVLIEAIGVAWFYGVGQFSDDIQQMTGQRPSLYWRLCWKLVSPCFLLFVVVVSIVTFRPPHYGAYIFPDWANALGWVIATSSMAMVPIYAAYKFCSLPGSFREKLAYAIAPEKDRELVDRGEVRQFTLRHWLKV
PTK2B oligo ant: Pyk2 (human) oligomerization antagonism; z-score (the deposit names both 25 µM and 10 µM); 99,000 tested, 0.83% active; AID 1347419; Q293 cells, Pyk2 FERM NanoBiT luminescence; stronger effect = lower value;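 active means Z-score of -3 or lower, scaled per plate to the spread of control and sample wells; inactive means z-score above -3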;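 further: negative z-score means lost luminescence so less FERM oligomerization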
CYP2C9 inh: inhibitors of human CYP2C9; CYP2C9 Supersomes, luciferin-H conversion, luminescence; inhibition, % at 5 µM; 96,000 tested, 20% active; P11712;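 active means blocking of liver enzyme CYP2C9 beyond about 50% at 5 µM, limit read from the data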; further: values of inactives mirror those of a sister screen read the other way
Target sequence (P11712 whole entry, looked up): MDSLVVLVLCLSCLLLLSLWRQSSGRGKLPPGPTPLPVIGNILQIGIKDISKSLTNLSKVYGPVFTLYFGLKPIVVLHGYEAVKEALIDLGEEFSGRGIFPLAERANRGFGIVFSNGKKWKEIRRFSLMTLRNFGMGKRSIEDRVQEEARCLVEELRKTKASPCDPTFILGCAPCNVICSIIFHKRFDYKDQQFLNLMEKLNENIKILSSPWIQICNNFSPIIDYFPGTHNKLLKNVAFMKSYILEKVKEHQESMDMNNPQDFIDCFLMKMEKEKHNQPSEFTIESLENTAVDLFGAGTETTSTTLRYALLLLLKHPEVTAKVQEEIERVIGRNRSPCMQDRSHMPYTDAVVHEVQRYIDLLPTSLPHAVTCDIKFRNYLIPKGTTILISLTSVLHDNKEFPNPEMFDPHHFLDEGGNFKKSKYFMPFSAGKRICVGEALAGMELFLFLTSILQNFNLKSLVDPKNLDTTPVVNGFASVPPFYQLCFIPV
LYP inh 2: blocks human PTPN22 phosphatase activity; inhibition, % at 2 µM; Q9Y2R2; 96,000 tested, 0.21% active; AID 640; recombinant LYP catalytic domain, DiFMUP fluorescence;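 active means inhibition at 2 µM at or above a set limit, the screen mean plus 3 SD, cut at about 24% in these data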;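 further: 0% = DMSO with enzyme and 100% = enzyme fully blocked by orthovanadate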
PostGolgi ctrl: growth of the yeast control strain, post-Golgi counter-screen. efflux-deficient yeast background strain, growth absorbance A615, 16 h. inhibition, % at 10 µM. 98,000 tested, 5% active. AID 738
CYP2C9 activ: increases human cytochrome P450 2C9 activity | P11712 | recombinant CYP2C9, luciferin-H conversion, luminescence; stronger effect = higher value; factor 1 = untreated enzyme, 0 = blocked | activation factor at 5 µM | 96,000 tested, 1.4% active | AID 1024;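 active means activation factor of 2 or more for CYP2C9 at a 5 µM dose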;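 further: 0 = sulfaphenazole-blocked wells and 1 = vehicle-only wells; values of inactives mirror those of a sister screen read the other way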
LYP act: increases human PTPN22 phosphatase activity | Q9Y2R2 | activation, % at 2 µM | recombinant LYP, DiFMUP fluorescence; 0 = plate median, 100 = signal doubled | AID 697 | 96,000 tested, 0.11% active;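 active means activation at 2 µM above a set limit, the mean plus 5 SD, cut at about 37% in these data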
Ecoli WT expand: growth inhibitors of E. coli BW25113 wild type; growth inhibition, % at 100 µM; 98,000 tested, 0.15% active; OD600 absorbance; AID 710;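 active means growth inhibition above about 50% at one test dose, limit read from the data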;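 further: growth measured after 20 h incubation at 37 °C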
Starred values were filed as active, the others as inactive; x = no result given. Unless noted, no stated cut-off is given here; in the data, active means inhibition above about 30%; inactive means the rest. Not a hit list; about 24% have a hit in one of these screens.

SMILES	PostGolgi yeast	hDAT+cocaine	PTK2B oligo ant	CYP2C9 inh	LYP inh 2	PostGolgi ctrl	CYP2C9 activ	LYP act	Ecoli WT expand
CCOc1cc(S(=O)(=O)NC2CCCCCC2)ccc1F	12	0.04	-1	5	0	40*	1	2	10
COc1ccc(CNC(=O)CS(=O)Cc2nc(-c3ccc(C)cc3)oc2C)cc1 (centres undefined)	-8	0.61	x	43	2	15	0.6	-3	-5
O=C(Nc1ccc2c(c1)oc1ccccc12)c1ccncc1	-10	-0.24	0.25	97*	10	2	0	-11	-7
Cc1ccccc1C1NC(=O)Cc2ccccc21 (centres undefined)	0	-1.2	-0.15	-9	9	2	1.1	-8	8
CC(=O)c1ccc2c3c(cccc13)C(=O)N(c1c(C)nn(C)c1C)C2=O	-6	-0.16	1.2	0	-11	-8	1	15	0
O=C(Cn1nc(-c2ccc(Cl)cc2)ccc1=O)NCCCN1CCN(Cc2ccccc2)CC1	0	x	x	4	x	-4	1	x	4
COc1cccc(C(=O)Nc2cccc(OC(C)=O)c2)c1	-9	0.35	-0.42	6	3	-2	0.9	-1	11
CC(=O)OC1CCC(OC(C)=O)c2c1n([O-])c(C)c(C)[n+]2=O (centres undefined)	-3	0.33	-0.55	-2	2	18	1	-3	1
COc1ccccc1N=c1oc2c(OC)cccc2cc1C(=O)NCc1ccco1	10	0.2	-0.39	62*	8	0	0.4	-11	-7
CCOC(=O)c1c(CN2CCCCC2)n(C)c2ccc(OC)c(S(=O)(=O)c3ccccc3)c12	0	0.025	-0.7	9	x	16	0.9	x	3
CCCCOC(=O)Nc1ccc(S(=O)(=O)Nn2cnnc2)cc1	-21	0.79	0.31	-14	x	-8	1.1	x	1
Cc1ccc(S(=O)(=O)NCCN2CCOCC2)cc1C	-4	-0.069	0.45	22	x	-3	0.8	x	10
COCCn1c(=O)[nH]c2cc(C(=O)NCCN3CCN(c4ccccc4)CC3)ccc2c1=O	-1	0.76	1	5	0	-2	0.9	-3	5
Cc1ccccc1C(=O)N=c1sccn1C	16	-0.79	0.66	22	2	10	0.8	-1	7
COc1ccc(-c2noc(CSc3nc4ccccc4c(=O)n3-c3ccc(C)cc3)n2)cc1	11	-0.54	x	66*	-7	26	0.3	6	-24
CC1(C)C(=O)Nc2ccccc2N1C(=O)COc1ncnc2c(Cl)cc(Cl)cc12	-6	0.41	-0.52	49	1	-4	0.5	3	-2
CCOCCOC(=O)C1=C(C)NC2=C(C(=O)CC(c3cccs3)C2)C1c1ccsc1 (centres undefined)	5	0.25	-2	34	-12	2	0.7	9	-4
Cc1ccccc1Oc1ncnc2sccc12	-1	-1.5	-0.25	-12	-1	4	1.1	5	8
Cc1ccc(Nc2ncnc3sc(C)c(C)c23)cc1	x	0.35	0.74	x	9	x	x	-9	x
CC(=O)N1CN(S(=O)(=O)c2ccc(C)cc2)CC1C (centres undefined)	24	-0.14	0.19	-4	2	0	1	-6	-11
CC(=O)C1=C(O)C(=O)N(CCC(=O)O)C1c1cccc(F)c1 (centres undefined)	-1	-0.1	-0.78	-16	x	2	1.2	x	-2
CCn1c(SCC(=O)Nc2ccccc2C)nnc1-c1ccccc1O	-1	-0.22	0.79	51*	6	11	0.5	-7	4
O=C(NCCCn1ccnc1)C1c2ccccc2Oc2ccccc21	2	-0.21	0.23	98*	2	12	0	-2	-4
FC(F)(F)c1nc2ccccc2n2c(-c3ccc(Cl)cc3)nnc12	-7	-0.32	-0.32	2	-5	1	1	10	-7
C=C(C)COc1ccc(-c2n[nH]c(C)c2-c2ccccc2OC)c(O)c1	-7	0.18	0.15	55*	-5	8	0.5	2	20

Structures above with a furan ring, fused or not (2):
SMILES	PostGolgi yeast	hDAT+cocaine	PTK2B oligo ant	CYP2C9 inh	LYP inh 2	PostGolgi ctrl	CYP2C9 activ	LYP act	Ecoli WT expand
O=C(Nc1ccc2c(c1)oc1ccccc12)c1ccncc1	-10	-0.24	0.25	97*	10	2	0	-11	-7
COc1ccccc1N=c1oc2c(OC)cccc2cc1C(=O)NCc1ccco1	10	0.2	-0.39	62*	8	0	0.4	-11	-7

Additional entries follow:
SMILES	PostGolgi yeast	hDAT+cocaine	PTK2B oligo ant	CYP2C9 inh	LYP inh 2	PostGolgi ctrl	CYP2C9 activ	LYP act	Ecoli WT expand
COc1ccc(N2CCN(C(=O)c3ccc(OCC4CCCO4)cc3)CC2)cc1 (centres undefined)	-4	0.94	2.5	6	-12	-6	0.9	9	-1
Cc1cc(C)n(/N=C/c2cccc(O)c2)c(=O)c1C(N)=O	-3	-0.45	0.42	-10	5	-4	1.1	-6	3
O=C(Cc1coc2cc3c(cc12)CCC3)OCc1cc(=O)n2c(n1)sc1ccccc12	-2	-0.33	0.38	28	7	7	0.7	-8	-8
Cc1ccccc1Nc1nc(N)nc(CSCc2c(C)noc2C)n1	8	0.064	1.2	57*	-11	9	0.4	13	3
O=C(CCC(=O)c1cccs1)NC(c1ccccc1)c1ccccc1	1	-0.37	-0.01	55*	3	21	0.5	0	-2
COc1cc(OC)c(-c2nc3c[n+](CC(=O)c4ccccc4)ccc3n2C)cc1OC	0	-0.62	0.35	8	8	1	0.9	-2	7
CC(C)OC(=O)c1cc(C(=O)c2cc(F)ccc2O)coc1=N	2	2.1	0.17	73*	-2	6	0.3	2	4
COc1ccc(/C=N\NC(=S)SCN2C(=O)C3CCC(C)(C2=O)C3(C)C)cc1 (centres undefined)	x	-0.89	0.57	x	1	x	x	-2	x
Cc1nnc(SCC(=O)Nc2ccc(N3CCOCC3)cc2)o1	-2	-0.28	0.45	-6	3	13	1.1	-3	4
O=c1c2c3nc4ccccc4nc3n(-c3ccc4c(c3)OCCO4)c2ncn1C1CCCC1	x	0.088	-2	40	x	x	0.6	x	x
N/C(=N\OC(=O)c1ccc(F)cc1)c1ccccc1	2	x	0.7	38	2	7	0.6	3	12
Cc1c(Cl)c(C(=O)N2CCCc3ccccc32)nn1C	-1	-0.97	-0.17	-12	5	25	1.1	-1	-4
O=C(/C=C/c1cccc2ccccc12)NCCC1=CCCCC1	-5	x	0.35	-169	2	23	2.7*	0	-5
CC(C)(C)n1nnnc1C(c1cccs1)N1CCN(C(=O)c2ccco2)CC1 (centres undefined)	-8	0.21	0.84	41	11	6	0.6	-8	0
COc1cccc(C2C(C(=O)c3cccs3)=C(O)C(=O)N2c2cc(C)on2)c1 (centres undefined)	5	2.4	-0.43	58*	-4	-1	0.4	2	-4
COc1ccc(OC)c(-n2c(-c3ccccc3)n[nH]c2=S)c1	-4	-0.099	-0.09	13	1	-3	0.9	-3	-6
O=C(CSc1nnc(COc2ccccc2F)n1-c1ccccc1)NCc1ccco1	-15	-0.8	0.12	40	18	3	0.6	-17	6
O=C(CSc1nnc2scc(-c3ccccc3)n12)c1ccc2c(c1)OCCO2	-3	-1.3	x	-10	x	2	1.1	x	-8
COc1ccc(-n2c(=O)c3ccccc3n(CC(=O)NC3CCCC3)c2=O)cc1	-2	-0.034	1	16	-2	37*	0.8	0	-7
COCCN1Cc2cccc(C(=O)N3CCN(c4cc(C)ccc4C)CC3)c2C1=O	-4	0.37	x	71*	4	3	0.3	-7	1
COc1ccc(S(=O)(=O)N(C)CC(=O)N2CCC(C(N)=O)CC2)cc1Cl	3	-1	0.67	-100	x	4	2*	x	-5
O=S(=O)(NCC1OCCc2ccccc21)c1ccccc1 (centres undefined)	-2	-1.1	0.37	3	-8	8	1	6	-1
O=C(NCCc1ccccc1)C1CCN(C(=O)NCc2ccccc2)CC1	x	0.21	1.7	x	1	x	x	-7	x
COC(=O)Cc1ccc(NC(=O)c2ccc(C)c(C)c2)cc1	-2	0.051	0.75	-62	1	-1	1.6	3	10
CCOC(=O)c1ccc(-n2[nH]c(-c3ccccc3)cc2=O)cc1	-7	-2.1	-0.08	32	9	-1	0.7	-10	11

2 of the compounds above, in CSV form:
mol,PostGolgi yeast,hDAT+cocaine,PTK2B oligo ant,CYP2C9 inh,LYP inh 2,PostGolgi ctrl,CYP2C9 activ,LYP act,Ecoli WT expand
O=C(/C=C/c1cccc2ccccc12)NCCC1=CCCCC1,-5,x,0.35,-169,2,23,2.7*,0,-5
CC(C)(C)n1nnnc1C(c1cccs1)N1CCN(C(=O)c2ccco2)CC1 (centres undefined),-8,0.21,0.84,41,11,6,0.6,-8,0

Other records:
SMILES	PostGolgi yeast	hDAT+cocaine	PTK2B oligo ant	CYP2C9 inh	LYP inh 2	PostGolgi ctrl	CYP2C9 activ	LYP act	Ecoli WT expand
CCCN1C(=O)S/C(=C\c2ccc(N3CCOCC3)cc2C)C1=O	0	-0.14	x	-3	3	4	1	-4	-4
CN1C=CC=C/C1=C1\SC(=S)N(c2ccccc2)C1=O	10	x	0.82	2	2	12	1	2	3
CCOC(=O)C1CCCN(CCC(=O)Nc2ccc(F)c(F)c2)C1 (centres undefined)	-6	-0.057	1.1	23	-8	1	0.8	7	8
CN(Cc1ccc(O)cc1)C1CCCCC1	-3	-1.4	0.24	-15	-1	-10	1.2	1	2
Cc1cc(C)n(-c2nc(NCc3cccnc3)c3c4c(sc3n2)COC(C)(C)C4)n1	7	1.2	-0.29	59*	0	7	0.4	-2	9
COc1cc2c(cc1OC)CN(C(C)C(=O)N1CCc3ccccc31)CC2 (centres undefined)	-7	1.4	0.02	38	-7	18	0.6	3	3
C=CCN(CC=C)S(=O)(=O)c1ccc(NC(=S)NC(=O)/C=C/c2ccc(C)cc2)cc1	-2	-1.1	0.37	16	5	-5	0.8	-7	-17
COc1ccc(NC(=O)c2noc3c2CCC3)cc1	-2	0.26	0.92	27	10	2	0.7	-9	8
Cc1ccc(-c2nnn(CC(=O)N(c3ccc(F)cc3)C(C(=O)NC3CCCC3)c3ccco3)n2)o1 (centres undefined)	1	0.38	-0.01	4	x	-4	1	x	-3
CC(NC(=O)c1cccs1)C(c1cccs1)N1CCOCC1 (centres undefined)	x	-0.062	0.13	x	5	x	x	-4	x
Cc1ccc(C(=O)Nc2ccc(N3CCOCC3)cc2)cc1	-3	-0.96	-0.17	6	8	1	0.9	-11	3
CNc1nc(SC)nc(N(C#N)CC(=O)OC)n1	x	-0.67	0.54	x	-3	x	x	3	x
CC(C)(Oc1ccc(Cl)cc1)C(=O)NCc1ccco1	-8	-0.026	3.2	52*	6	2	0.5	-8	4
Cc1cc2c(cc(C(=O)N3CCC(C(=O)N4CCCC4)CC3)n2Cc2c(F)cccc2Cl)o1	-12	0.54	x	78*	7	5	0.2	-10	2
CCOC(=O)N1CCN(C(=S)NC)CC1	4	0.85	1.3	-4	6	12	1	-4	-9
O=C(NCc1ccccc1)c1c[nH]c2ccc(S(=O)(=O)Nc3ccc4c(c3)OCCO4)cc2c1=O	-7	-0.9	-1	89*	7	-2	0.1	-8	-14
COc1ccc2nc(/N=C\N(C)C)sc2c1	8	-1.4	0.51	-10	10	11	1.1	-12	5
CCn1c(NN)nc2sc3c(c2c1=O)CCC3	22	0.16	0	79*	-6	11	0.2	5	-1
O=C(CN1CCOCC1)Nc1cccc(Br)c1	-4	0.017	1.6	-14	1	31*	1.1	-2	5
COc1cccc2cc(C(=O)CC3(O)C(=O)N(Cc4ccccc4)c4ccccc43)c(=O)oc12 (centres undefined)	13	-1	0.6	2	-1	4	1	4	-7
COCCn1nnnc1C(c1cc(OC)ccc1OC)N1CCc2ccccc2C1 (centres undefined)	-2	1.2	-0.84	29	x	7	0.7	x	-5
CCN(CC)CCOC(=O)c1c(C)oc2ccc(O)cc12	1	-0.017	0.26	-22	-3	7	1.2	2	4
O=c1cc(N2CCCCC2)c(-c2ccccc2)nn1Cc1ccc(Cl)cc1	-2	0.79	-1.4	-8	8	30	1.1	-4	-4
COc1ccc(CC(=O)Nc2cccc(-c3nnc(-c4ccc(C)cc4)o3)c2)cc1OC	-8	1.7	-2.5	x	x	-5	x	x	-3
COC(=O)c1cnn2c(C(F)(F)F)cc(-c3ccccc3)nc12	x	0.52	-0.88	x	4	x	x	-3	x
O=C(CCCC(=O)OCC(F)(F)C(F)F)Nc1nccs1	3	1.5	-0.04	60*	-5	2	0.4	2	2
Cc1occc1-c1nnc(SCC(=O)c2ccc(Cl)cc2)n1CC1CCCO1 (centres undefined)	1	0.72	-0.52	16	2	9	0.8	1	1
